# PG9 Ab binder = binds the HIV-1 gp120 antibody PG9; TR-FRET gp120-PG9 antibody binding; inhibition, % at 6.7 µM; 0.43% of 360,000 active; AID 624416; in the data active = inhibition above about 8.5%
# ADAM10 inh = inhibits human ADAM10 | recombinant ADAM10, EDANS/DABCYL FRET peptide cleavage, 3 h | 0.62% of 370,000 active | inhibition, % at 7 µM | AID 720582 | O14672;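 active = inhibition above a per-campaign cutoff equal to the mean of compounds falling between control-based bounds plus 3 SD, cut at about 20% in these data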;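 also: 0% = DMSO wells while the 100% control is not disclosed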
# GC-A act = GC-A (human) enzyme activation; 0.14% of 370,000 active; HEK293 GC-A cells, cGMP TR-FRET, EC30 ANP; 0% at EC30 ANP, 100% saturating ANP; P16066; activation, % at 10 µM; in the data active = activation above about 40%
# DAX1 inh-1 = inhibits human nuclear receptor DAX1; AID 504766; HEK293 Gal4-DAX1 luciferase reporter, luminescence; inhibition, % at 6.75 µM; 0.99% of 340,000 active;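 active = inhibition above the mean over all tested compounds plus 3 SD, cut at about 4.2% in these data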;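 also: 0% = DAX1-transfected cells with DMSO and 100% = empty-vector control cells with DMSO; inhibition shows as a rise in luminescence from relieved DAX1 repression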
# Target sequence (P51843 207-470 limits assumed): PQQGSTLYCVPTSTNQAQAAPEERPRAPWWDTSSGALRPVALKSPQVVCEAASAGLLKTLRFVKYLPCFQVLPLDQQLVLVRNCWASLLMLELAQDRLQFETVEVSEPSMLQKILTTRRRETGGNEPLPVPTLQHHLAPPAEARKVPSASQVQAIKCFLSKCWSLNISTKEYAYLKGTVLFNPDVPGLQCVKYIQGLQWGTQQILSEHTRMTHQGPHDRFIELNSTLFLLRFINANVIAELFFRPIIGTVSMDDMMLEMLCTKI
# SMARCA2 activ = SMARCA2 function activation, primary screen; activation, % at 9.1 µM; 1% of 370,000 active; MG213 cells, MMTV-luciferase reporter, dexamethasone, overnight; in the data active = activation above about 7.8%;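 also: 0% = vehicle wells and 100% = reference activator wells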
# ADAM17 inh = inhibitors of human ADAM17 | P78536 | recombinant ADAM17, EDANS/DABCYL FRET peptide cleavage | inhibition, % at 6.95 µM | 0.83% of 370,000 active | AID 720648;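 active = inhibition above the mean of compounds lying between control limits plus 3 SD, set per campaign, cut at about 8.5% in these data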;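 also: 0% = DMSO-only wells as the low control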
# Target sequence (P78536 215-824 limits assumed): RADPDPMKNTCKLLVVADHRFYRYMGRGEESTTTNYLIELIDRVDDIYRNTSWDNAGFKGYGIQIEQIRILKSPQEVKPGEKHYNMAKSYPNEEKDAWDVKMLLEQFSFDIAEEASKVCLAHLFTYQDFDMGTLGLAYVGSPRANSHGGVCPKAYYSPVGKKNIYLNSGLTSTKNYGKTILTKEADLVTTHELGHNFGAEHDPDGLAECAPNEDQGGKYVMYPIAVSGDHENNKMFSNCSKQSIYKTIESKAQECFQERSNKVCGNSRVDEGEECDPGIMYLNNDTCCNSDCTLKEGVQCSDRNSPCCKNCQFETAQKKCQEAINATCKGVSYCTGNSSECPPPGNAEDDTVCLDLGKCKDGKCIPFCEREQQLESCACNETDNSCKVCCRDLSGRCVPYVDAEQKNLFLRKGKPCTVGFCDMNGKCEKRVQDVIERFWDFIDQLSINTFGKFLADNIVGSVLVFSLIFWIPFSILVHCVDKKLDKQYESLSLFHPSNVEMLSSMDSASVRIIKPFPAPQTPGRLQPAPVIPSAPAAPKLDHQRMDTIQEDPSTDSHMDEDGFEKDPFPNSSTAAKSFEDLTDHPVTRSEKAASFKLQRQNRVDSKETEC
# DAX1 inh-2 = inhibitors of DAX1 repression of SF-1 activated StAR promoter | AID 652010 | HEK293T StAR-luciferase reporter, SF-1/DAX-1 repression relief | 1.1% of 370,000 active | inhibition, % at 6.8 µM;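 active = inhibition above the mean over all tested compounds plus 3 SD, cut at about 3.6% in these data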;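 also: 0% = DAX-1 cells with DMSO and 100% = cells lacking DAX-1 with DMSO; higher inhibition means more luminescence from relief of DAX-1 repression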
# hgDAF-12 ag = hgDAF-12 agonism, primary luciferase screen; HEK293 GAL4-hgDAF12 UAS-luciferase reporter, agonist luminescence; normalized to butyrate control; activation, % at 6.8 µM; 1.8% of 370,000 active; AID 687014;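 active = activation above a cutoff set at the mean of all screened compounds plus 3 SD, cut at about 10% in these data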;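 also: 0% = DMSO wells and 100% = sodium butyrate wells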
# FXN GAA850 act = increases GAA850 frataxin promoter reporter activity; HEK293 lucGAA850 FXN promoter luciferase reporter, 24 h; percent of 10 µM SAHA response; activation, % at 6 µM; 0.56% of 360,000 active; AID 540364;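 active = activation above the average of all compounds screened plus 3 SD, cutoff fixed separately per campaign, cut at about 7.5% in these data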;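 also: 0% = DMSO wells and 100% = 10 µM SAHA wells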
# hcDAF12 agonist = H. contortus DAF-12 activation, primary screen. activation, % at 6.8 µM. HEK293 hcDAF-12 lit1-tk-luc reporter, luminescence; 0% DMSO, 100% Δ7-dafachronic acid. 1.4% of 370,000 active. AID 652067;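 active = activation above the mean of all tested compounds plus 3 SD, cut at about 5.5% in these data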;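 also: 100% = response to 3 µM Δ7-dafachronic acid high control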
# ssDAF12 agonist = activators of S. stercoralis DAF-12 nuclear receptor; AID 652126; 1% of 370,000 active; activation, % at 6.8 µM; HEK293 ssDAF-12/GRIP1 lit1-tk-luc reporter, luminescence; % of 3 µM dafachronic acid response;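 active = activation above the mean over all tested compounds plus 3 SD, cut at about 0.9% in these data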;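 also: 0% = DMSO-only wells and 100% = 3 µM delta7-dafachronic acid wells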
# The depositor's hits bear a star; i = inactive; nt = no result given. The order is random; about 6.8% have a hit in one of these screens.
structure,FXN GAA850 act,hcDAF12 agonist,DAX1 inh-1,SMARCA2 activ,ADAM10 inh,GC-A act,ADAM17 inh,ssDAF12 agonist,hgDAF-12 ag,PG9 Ab binder,DAX1 inh-2
O=C(O)C(c1ccccc1)C(O)c1ccc2c(c1)OCO2 (centres undefined),1.4,0.3,-0.1,0,-1,0,-2,-0.3,-1.8,-0.1,0.2
CC(C)Sc1ccccc1C(=O)Nc1ccc2c(c1)n(C)c(=O)n2C,1.3,-2.3,0.4,0,5,-4,1,-1.6,-3.5,-0.6,-0.1
O=c1cc(-c2ccccc2Cl)oc2c(Br)ccc(O)c12,-0.2,1.5,0.7,2,-32,1,-10,-0.8,2.1,1.2,-0.6
CCOC(=O)CN(C(=O)CNC(=O)c1ccco1)C(C(=O)NC1CCCCC1)c1cccs1 (centres undefined),1.6,-0.1,-0.8,-3,2,-2,2,-1.3,-2.4,-1.0,-0.9
CCn1cc(C(=O)O)c(=O)c2cc(OC)ccc21,1.7,-0.6,0.5,-2,-42,0,-12,-1.2,1.6,-2.4,-1.0
COc1cccc(C(C)(O)c2nc(-c3ccc(S(C)(=O)=O)cc3)cs2)c1 (centres undefined),-1.7,-4.3,nt,-4,-1,-4,-1,-2.1,-3.1,0.0,-4.5
O=C(NN=Cc1ccc2c(c1)OCO2)c1ccncc1,0.4,0.3,0.8,2,-15,3,0,-0.7,-1.2,1.3,0.6
COc1ccc(NC(=O)COC(=O)Cc2cccs2)cc1Cl,1.6,-1.2,-0.7,-3,-8,-5,-3,-1.0,-0.5,-1.3,-0.6
O=C(Nc1ccc(Cl)cc1)C1=Cc2ccccc2OC1,-1.7,9.6*,2.1,3,5,9,7,1.3*,18*,0.4,3.2
O=C(CCSc1nnc(-c2ccncc2)o1)Nc1ccc(Cl)cc1,2.1,-2.2,-0.2,1,1,-15,1,-2.3,-1.3,-1.0,-0.3
CCCS(=O)(=O)c1c(S(=O)(=O)CCC)c2ccc(C(N)=O)cn2c1C(=O)c1ccc(OC)cc1,-0.7,-0.6,-1.2,-3,-4,39,1,-2.1,-0.3,0.8,2.2
N#Cc1ccc(-c2ccccc2)nc1SCC(=O)c1cccc(Cl)c1,0.4,-1.1,-0.2,-3,-4,-16,-1,-1.2,0.0,-0.4,0.3
COc1ccc(-c2nc(=S)c3c(n2Cc2cccnc2)CC(C)(C)OC3)cc1,0.8,-2.2,-0.3,-1,-4,0,-6,-1.3,-1.2,-0.6,-0.3
CN(C)CCNC(=O)c1ccc(COc2ccc(Cl)cc2Cl)cc1,1.5,0.8,3.1,8.0*,-2,47*,-1,-1.2,1.8,-0.2,0.6
CCn1c(SCC(=O)C(C)(C)C)nnc1-c1cccnc1,2.2,0.1,3.1,4,-1,1,-4,-1.8,-1.7,0.6,-0.3
Fc1ccc(Nc2ccc3ccccc3n2)c(F)c1,0.9,9.8*,-1.7,6,-24,7,-1,1.0*,15*,-0.9,9.7*
CCN(CCCNC(=O)C1CCC(=O)N1Cc1ccc(F)cc1)c1cccc(C)c1 (centres undefined),-3.9,-2.0,1.1,1,1,-10,1,-1.5,-1.1,0.1,0.1
CCCNC(=O)c1ccc2c(=O)c(O)c(-c3cccc(Br)c3)[nH]c2c1,-6.0,-1.7,-0.3,-1,-69,12,-24,-1.6,-2.8,4.6,0.0
Cc1ccc2c(c1)C1CN(C)CCC1N2C(=O)c1cccc(S(=O)(=O)N(C)C)c1 (centres undefined),-0.1,-0.2,-0.1,1,6,-2,1,-0.8,8.1,-1.3,0.8
CCN(CC)CCn1c(-c2ccc(C)cc2)nc(=S)c2c1CC(C)(C)OC2,-1.5,0.4,2.6,-3,-6,-2,-3,-1.1,0.2,1.6,0.5
NS(=O)(=O)c1ccc(CCNC(=O)CSc2ncnc3ccccc23)cc1,2.8,4.8,-0.2,2,5,4,1,-0.9,-0.5,0.7,-0.2
COc1cccc(NC(=O)c2ccc(CN3CCN(c4ccccc4)CC3)cc2)c1,-6.0,-4.5,-2.4,1,14,-1,0,-2.4,-6.9,-1.0,-2.3
Cc1ccc(-c2cc3nc(C)cc(N4CCN(C(=O)c5ccoc5)CC4)n3n2)cc1,-0.3,-0.6,0.1,-2,-54,-6,-14,-1.4,-1.0,-0.8,-3.5
CCCc1cc(=O)oc2cc(C)cc(OC(C)C(=O)NCC3CCC(C(=O)O)CC3)c12 (centres undefined),0.2,-2.5,0.3,0,i,5,-177,-0.3,-3.0,0.2,-0.7
O=C(/C=C/c1ccc(N2CCCCC2)c([N+](=O)[O-])c1)c1ccc(O)cc1,1.8,1.4,-0.1,5,16,3,9.4*,-1.2,6.9,0.3,-1.1
Cc1ccc(C(=O)OCC(=O)NCCNC(=O)COC(=O)c2ccc(C)o2)o1,0.9,0.4,-0.5,0,-7,1,-1,-1.2,2.2,-1.9,1.0
CCOc1ccccc1C(=O)Nc1ccc(S(=O)(=O)N2CCN(C)CC2)cc1,-0.3,-3.2,-0.4,-1,5,0,1,-1.3,-2.8,-0.3,-0.4
CCN(CC)c1ccc(N)cc1S(=O)(=O)Nc1ccc(OC)cc1,0.5,-1.2,-0.4,-1,5,-1,-1,-1.2,0.1,0.4,-0.2
Cc1ccc(S(=O)(=O)NC(=O)C2(C)CCN2C(=O)c2ccccc2)nc1 (centres undefined),1.4,1.0,nt,-6,-20,1,-4,-0.5,-1.4,-1.3,0.9
CC(C)(C)c1ccc(OCCNC(=O)c2ncn[nH]2)cc1,1.6,-0.7,-0.1,-1,-2,-1,-1,0.2,-1.3,1.3,0.1
COc1ccc(C(C)C)cc1S(=O)(=O)N1CCC(C(=O)N2CCN(C)CC2)CC1,2.0,-1.5,1.2,-2,1,2,0,-0.7,0.2,-1.9,1.2
O=c1c2nnn(Cc3ccccc3)c2ncn1C/C=C/c1ccccc1,-0.9,0.4,0.5,-4,-4,10,1,-0.7,-1.4,1.0,-0.4
O=C(C1CCN(S(=O)(=O)c2ccccc2)CC1)N1CCN(c2ccccc2)CC1,2.4,0.0,0.7,1,-8,3,-4,-1.2,0.1,-1.0,2.7
COc1ccc(C2c3c(-c4ccccc4O)n[nH]c3C(=O)N2Cc2ccco2)cc1 (centres undefined),0.0,-1.9,-0.2,-6,16,6,8,-1.7,-2.4,1.7,-0.6
CC(C)Sc1ccc([N+](=O)[O-])cc1C(=O)Nc1ccncc1,0.8,-3.4,0.7,-4,-6,2,-1,-1.8,-4.4,-3.0,-0.1
C[C@H](CO)N1C[C@H](C)[C@@H](CN(C)C(=O)c2cccnc2)Oc2ncc(Br)cc2C1=O,-2.3,-0.9,-0.6,-1,-6,-2,-2,-0.6,0.5,-1.8,-0.8
Cc1c(-c2nc3ccccc3[nH]2)cnn1C,2.3,0.5,0.6,7,3,0,0,-0.4,5.5,-1.7,-0.7
COc1ccc(C(=O)c2ccc3oc(-c4ccc(OC)cc4)c(C#CCCO)c3c2)cc1,-1.3,-1.3,1.8,-1,-3,-2,-5,-1.4,-0.2,-1.0,-0.7
NS(=O)(=O)c1ccc2nc(NC(=O)Nc3ccc(F)cc3)sc2c1,3.4,-0.4,1.7,2,-2,-10,-1,-0.8,5.7,-0.9,0.6
Cc1noc(C)c1C(=O)N1CCC1(C)C(=O)NS(=O)(=O)c1ccccc1Cl (centres undefined),0.2,-1.0,nt,0,2,6,0,-0.9,-2.6,0.9,1.0
O=C(CNS(=O)(=O)c1ccccc1F)N1CCN(c2ccccn2)CC1,nt,-0.8,nt,-4,-14,-3,-3,-1.7,0.6,nt,-0.4
CC(NC(=O)c1cccs1)c1nnc(SCc2ccc(Cl)cc2Cl)n1C (centres undefined),-3.0,-0.1,-1.9,0,-1,1,2,-1.0,-1.2,-2.7,-0.2
C=CC[C@@H](CC(=O)N[C@@H](CO)Cc1ccccc1)C(=O)N[C@H](COC(=O)[C@H](CC=C)CC(=O)OC(C)(C)C)Cc1c[nH]c2ccccc12,-6.0,-2.4,0.6,1,18,-6,9.9*,-1.2,-1.6,-0.8,-0.9
CCOc1ccccc1NC(=O)Nc1cccc(C(C)=O)c1,-0.7,-0.4,0.7,3,11,-7,3,-1.7,1.2,-1.3,-1.3
Cc1c(Cl)cnc(NC(=O)COC(=O)[C@@H](NC(=O)c2ccco2)C(C)C)c1Cl,-0.8,-0.6,-0.3,-1,-23,-1,-8,-1.4,0.9,-0.4,1.6
CCN(CC)CCC(=O)N1C/C(=C/c2ccccc2)C(=O)/C(=C\c2ccccc2)C1,-15,-3.5,-6.1,-8,-1,4,-2,-1.9,-13,-2.5,-3.6
O=C(/C=C/c1ccccc1[N+](=O)[O-])OCC(=O)N1CCN(c2ccccc2)CC1,1.1,2.4,-0.2,-1,-1,2,1,-1.1,-1.7,-0.4,0.3
O=C(Nc1nc(-c2ccc3c(c2)OCCO3)cs1)c1ccc(Br)o1,2.4,3.1,1.0,0,1,-3,0,-1.0,-2.0,-0.5,-0.1
O=C(NCc1ccccn1)c1ccc2c(c1)N(Cc1ccccc1)CCS2,-0.3,-1.5,0.5,-1,i,1,-367,-1.8,-3.1,0.0,0.1
O=C(CCc1nnc(Cc2ccc3c(c2)OCO3)o1)NCCc1ccccc1Cl,1.7,0.3,1.5,1,-2,-3,0,-0.9,0.0,1.6,0.3

# Other structures
structure,FXN GAA850 act,hcDAF12 agonist,DAX1 inh-1,SMARCA2 activ,ADAM10 inh,GC-A act,ADAM17 inh,ssDAF12 agonist,hgDAF-12 ag,PG9 Ab binder,DAX1 inh-2
COc1ccc(OC(=O)COc2ccccc2C)cc1,-1.2,-0.5,nt,0,1,2,-1,-0.8,1.8,-2.8,0.0
Cc1ccccc1N1C(=O)c2cccc3cccc(c23)C1=O,3.4,-2.9,0.0,-2,-13,2,-10,-1.6,-2.8,-0.5,-0.6
COCCNC(=S)N/N=C(\C)c1ccccc1OC,1.0,-1.7,0.9,-1,-1,6,0,-0.9,-0.3,-2.4,-0.8
CCCOc1ccc(F)cc1-c1cc(C(=O)NCc2cccs2)[nH]n1,1.1,-1.0,nt,3,8,9,4,-1.1,-2.5,0.7,-1.0
c1nnnn1C12CC3CC(CC(C3)C1)C2,1.2,0.5,0.7,2,7,-7,1,-0.9,-0.1,0.4,0.3
Cn1c(=O)[nH]c(=O)c2c1nc(N1CCOCC1)n2CC(O)COc1ccc2ccccc2c1 (centres undefined),-0.4,-2.3,-1.0,0,6,-2,-4,-1.5,-3.2,0.6,-0.9
CN(C)c1ccc(C(=S)N2CCOCC2)cc1Br,0.6,-2.0,0.8,-1,5,3,-2,-1.5,-2.9,-0.9,0.3
Cc1ccc(S(=O)(=O)c2nc(C)c3c(n2)CCC3)cc1,0.7,0.8,0.7,1,-7,-2,0,-1.6,-2.1,-0.2,0.7
CSc1c(-c2ccccc2)nc2ccc(Cl)cc2c1C(=O)O,0.9,-0.6,3.5,-1,3,2,0,-0.7,2.5,0.1,0.0
